TEAD-YAP block: TEAD-YAP interaction inhibition. hit rate 1.4% among 640,000. inhibition, % at 9.12 µM. HEK-TIYL cells, TEAD-Gal4/YAP UAS-luciferase luminescence; in the data active = inhibition above about 32%;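 note: 0% = median of test compound wells and 100% = reference inhibitor wells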
FBW7 act: activators of human E3 ligase FBW7. normalized activity (activation), % at 26.1 µM. AlphaScreen FBW7–phospho-cyclin E peptide binding, activator screen. hit rate 0.13% among 650,000. Q969H0. AID 1259310; in the data active = normalized activity above about 1.9%;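 note: purified mutant Fbw7 with reduced substrate affinity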
MITF inh: inhibitors of human MITF; O75030; AlphaScreen MITF homodimerization, bead proximity signal; inhibition, % at 2.6 µM; hit rate 0.91% among 650,000; AID 1259374; in the data active = inhibition above about 50%;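 note: 0% = vehicle wells with protein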
Target sequence (O75030 whole entry, looked up): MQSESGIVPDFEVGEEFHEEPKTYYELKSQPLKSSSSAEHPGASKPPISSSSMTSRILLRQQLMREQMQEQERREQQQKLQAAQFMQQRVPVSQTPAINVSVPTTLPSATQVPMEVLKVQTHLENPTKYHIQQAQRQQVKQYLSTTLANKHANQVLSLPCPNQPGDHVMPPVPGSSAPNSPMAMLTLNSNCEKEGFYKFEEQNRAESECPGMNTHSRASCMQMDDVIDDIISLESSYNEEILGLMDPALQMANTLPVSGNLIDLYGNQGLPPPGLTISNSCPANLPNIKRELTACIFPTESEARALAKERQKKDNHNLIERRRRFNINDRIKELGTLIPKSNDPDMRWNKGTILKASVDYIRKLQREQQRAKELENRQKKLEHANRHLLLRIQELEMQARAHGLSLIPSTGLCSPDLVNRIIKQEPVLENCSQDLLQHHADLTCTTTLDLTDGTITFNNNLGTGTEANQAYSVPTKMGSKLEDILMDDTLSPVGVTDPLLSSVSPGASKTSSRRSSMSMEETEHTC
GPR151 ag: human GPR151 activation | Q8TDV0 | hit rate 1% among 650,000 | PathHunter beta-arrestin GPR151 cells, luminescence | activation, % at 11.2 µM; in the data active = activation above about 4.9%;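 note: 0% = median of compound wells and 100% = cells with positive control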
Target sequence (Q8TDV0 whole entry, looked up): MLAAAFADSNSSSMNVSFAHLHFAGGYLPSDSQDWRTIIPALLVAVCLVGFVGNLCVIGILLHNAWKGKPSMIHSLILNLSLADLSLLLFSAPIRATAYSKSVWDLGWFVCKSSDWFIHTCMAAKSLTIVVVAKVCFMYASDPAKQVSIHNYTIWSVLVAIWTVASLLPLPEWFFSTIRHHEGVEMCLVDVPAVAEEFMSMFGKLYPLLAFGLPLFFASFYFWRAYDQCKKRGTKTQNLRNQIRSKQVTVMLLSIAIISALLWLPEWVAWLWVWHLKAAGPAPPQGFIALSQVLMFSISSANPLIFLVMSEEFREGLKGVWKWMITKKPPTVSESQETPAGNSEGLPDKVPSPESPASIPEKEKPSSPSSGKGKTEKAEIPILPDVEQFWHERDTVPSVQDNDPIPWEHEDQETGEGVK
The depositor's hits bear a star; & = joins results of further samples.

SMILES	TEAD-YAP block	FBW7 act	MITF inh	GPR151 ag
CCOc1ccc(NC(=O)c2ccc([N+](=O)[O-])cc2Cl)cc1	-27	-0.2	2	6.4*
COc1ccc(-n2c(SCc3ccccc3Cl)nc3c(sc(=S)n3-c3ccc(Cl)c(C)c3)c2=O)cc1	8	-0.1	-8	-0.5
CN1CCCc2cc(CCNS(=O)(=O)c3cccs3)ccc21	-14	0.0	6	0.0
Cc1cc(N(C)S(=O)(=O)c2ccc(N)cc2)nc(C)n1	-3	0.5	5	-0.7
O=C1CCN(Cc2cc(F)cc(F)c2)CCN1Cc1ccccc1	0	-0.2	2	-1.4
Cc1nc2c(C(=O)NCc3ccccc3)cnn2c(C)c1Cc1ccc(F)cc1	2	0.2	3	-0.2
O=c1oc(-c2ccccc2Cl)nc2c1cnn2-c1ccccc1	10	0.0	-7	-0.2
O=C(Oc1cccc(N2C(=O)C3C4CCC(C4)C3C2=O)c1)c1ccccc1 (stereo unspecified)	-10	-0.1	6	-0.7
Cc1occc1-c1nn(CC(=O)N(C)C2CCCCC2)c(=O)o1	6	-0.3	-5	1.2
CC(C)(C)NCCCOc1c(Cl)cccc1Cl	-7	-0.3	-13	-0.4
COc1ccc(S(=O)(=O)Nc2ccc(C)c([N+](=O)[O-])c2)cc1	1	0.2	10	0.2
CNC(=O)c1c(O)c2c([nH]c1=O)CCCC2	8	0.2	-5	-0.7
CCC(Sc1nc(Nc2ccc(F)c(F)c2)c2ccccc2n1)C(=O)NCCCOC (stereo unspecified)	14	0.1	1	-0.5
CC(NCCC(=O)c1ccc(F)cc1)C(=O)O (stereo unspecified)	9	0.1	2	0.1
O=C(NC1(C(F)(F)F)Oc2ccccc2O1)N(Cc1ccccc1)c1ccccc1	-5	1.0	-66	-1.4
COc1ccc(C(=O)C[n+]2cccc(C(N)=O)c2)cc1	2	-0.2	-8	-0.5
CC(CCc1ccccc1)NC(=O)CNC(=S)N(CCCN1CCOCC1)Cc1cccs1 (stereo unspecified)	7	0.0	9	3.7
CCOc1ccc(N2C(=O)C(C)C(Cc3ccc(C)cc3)C2=O)cc1 (stereo unspecified)	14	0.0	-4	0.5
COCCNC(=O)c1ccc2cncc(-c3cc4ccccc4o3)c2n1	60*	0.2	5	-0.1
CN(CCC#N)c1ncnc2scc(-c3ccc(F)cc3)c12	-5	0.1	16	-1.9
Cn1c(C(=O)N2CCCC(C(=O)NC3CCCC3)C2)cc2sccc21 (stereo unspecified)	8	-0.2	4	1.2
CCCCN(C)C(=O)c1c[nH]c2ccc(S(=O)(=O)N3CCOCC3)cc2c1=O	10	-0.1	6	-0.3
CCCC(=O)n1c2ccccc2c2nc3ccccc3nc21	-3	0.1	2	0.3
O=C1NC(=O)NC2(N1)C(=O)Nc1ccccc12	1	-0.1	-9	-0.2
CC(C)c1ccccc1NC(=O)c1ccccc1N(C)S(C)(=O)=O	12	0.0	3	1.7
CC1CCC(C(=O)NNC(=O)c2cc(-c3ccco3)[nH]n2)CC1 (stereo unspecified)	0	0.0	-19	0.4
O=C(NCc1cccc(C(F)(F)F)c1)c1cncc(Nc2cccnc2)c1	4	0.0	14	-2.0
COc1cccc(N2C(=O)C(=O)/C(=C(/O)c3ccccc3)C2c2ccc([N+](=O)[O-])cc2)c1 (stereo unspecified)	-8	0.1	-7	0.4
C=Cc1ccc(Cn2c(C)c(CNCc3ccccc3)c(C(=O)O)c2C)cc1	-1	-0.2	22	-0.8
N=c1sccn1CC(=O)Nc1cccc2ccccc12	0	0.3	1	0.4
COc1ccc2c(c1)CC(C(=O)Nc1ccc(-c3cn[nH]c3)cc1C(=O)N1CCN(C)CC1)CO2 (stereo unspecified)	-3	-0.1	-5	-0.5
O=C(NC1CCCCC1)C1CC(O)CN1C(=O)Nc1ccccc1 (stereo unspecified)	-14	1.3	17	0.2
CCN(CC)C(=O)Cn1cnc2sc(C(=O)NCC3CCCN3CC)c(C)c2c1=O (stereo unspecified)	-1	-0.2	-10	-0.4
CCOC(=O)N1CCN(c2ccc(Cl)cc2)CC1	2	0.0	6	0.5
COc1cc(C)c(S(=O)(=O)NCc2ccccc2)cc1C(C)C	5	0.1	15	-1.8
COc1cccc(N2C(=O)/C(=C\c3cccs3)N=C2SC)c1	-55	0.1	-11	-0.4
C=CCOC(=O)C1=C(C)Nc2c(c(=O)n(C)c(=O)n2C)C1c1cccc(OC)c1 (stereo unspecified)	4	0.5	1	2.3
COCCn1c(=NC(=O)c2cccc(OC)c2OC)sc2cc(OC)c(OC)cc21	-9	0.3	-6	-2.0
CCCN1CCC(N2CCc3nnc(C(C)C)n3CC2)CC1	6	0.0	6	2.0
O=S(=O)(Cc1ccccc1)N1CCNCC1	3	-0.2	0	0.4
O=C(Cc1ccccc1)NC(=S)Nc1ccc(F)c([N+](=O)[O-])c1	20	-0.2	3	0.6
Cc1cc(C)c(C#N)c(N2CCCC2)n1	3	0.1	16	-2.0
O=c1oc2c3c(ccc2c2c1CCC2)OCN(c1cccc(C(F)(F)F)c1)C3	9	0.6	5	0.4
CCN(C(=O)Cc1c(C(=O)O)[nH]c2ccccc12)c1ccccc1C	-13	0.2	2	-1.3
CNC(=S)Nc1ccc(N2CCOCC2)cc1	-3	0.0	9	0.6

A second format for part of the listing above:
COCCn1c(=NC(=O)c2cccc(OC)c2OC)sc2cc(OC)c(OC)cc21
  TEAD-YAP block: -9
  FBW7 act: 0.3
  MITF inh: -6
  GPR151 ag: -2.0

COc1cc(C)c(S(=O)(=O)NCc2ccccc2)cc1C(C)C
  TEAD-YAP block: 5
  FBW7 act: 0.1
  MITF inh: 15
  GPR151 ag: -1.8

(more compounds)
SMILES	TEAD-YAP block	FBW7 act	MITF inh	GPR151 ag
CSc1nc2ccsc2c(=O)n1Cc1ccccc1F	-2	0.1	-3	-0.9
CN1CC(=O)N(CC(=O)NC2CCCC2)c2ccccc2C1=O	5	0.0	-4	0.6
NS(=O)(=O)c1ccc(CCNC(=O)CCCCCn2c(=S)[nH]c3ccc(Br)cc3c2=O)cc1	7	0.0	7	-0.8
O=C(CSc1nc2ccsc2c(=O)n1NC(=O)c1ccccc1)c1cccc([N+](=O)[O-])c1	-35	0.0	-2	-0.5
COc1cccc(C(NC(=O)C2CCCC2)c2nccn2C)c1OC (stereo unspecified)	-6	-0.1	-1	0.3
CN(C)S(=O)(=O)N(CC(=O)NCCSCc1ccccc1)c1ccccc1	-6	0.0	2	-1.4
O=C(NCc1ccccc1)c1cccc(Nc2ccc3ncccc3c2)c1	-5	-0.1	2	-0.6
CNc1nc2ccccn2c(=O)c1/C=C1\SC(=S)N(C)C1=O	-1	0.0	-3	1.2
COC(=O)c1ccc2c(=O)n(Cc3ccc(C(=O)NC(C)C)cc3)c(=S)[nH]c2c1	-8	0.0	-3	0.7
COc1ccc(Cc2cc(C(=O)NC(C)c3cn(C)nc3C)on2)cc1 (stereo unspecified)	-36	-0.2	4	-1.3
CCCCCCNS(=O)(=O)c1ccc(F)cc1	4	0.1	-1	0.1
CN(C)C(=O)Cn1c(SCC(=O)N2CCc3ccccc32)nc2ccccc21	0	-0.1	13	-0.8
CCc1ccc(C2CC(c3ccccc3F)n3nnnc3N2)cc1 (stereo unspecified)	5	-0.1	12	0.9
Cc1cccc(C)c1N(CC(=O)NC1CCCCC1)C(=O)c1csnn1	4	0.2	20	-0.6
COc1ccc(CCN=CC2=C(O)CC(c3ccccc3)CC2=O)cc1OC (stereo unspecified)	-1&2	0.0&-0.1	-3&-6	-1.0&2.4

Whole records as entered above. Order of values: TEAD-YAP block | FBW7 act | MITF inh | GPR151 ag
Entry for `O=C(NCc1ccccc1)c1cccc(Nc2ccc3ncccc3c2)c1` = -5 | -0.1 | 2 | -0.6
Entry for `O=C(NC1CCCCC1)C1CC(O)CN1C(=O)Nc1ccccc1` (stereo unspecified) = -14 | 1.3 | 17 | 0.2
Entry for `CCOc1ccc(N2C(=O)C(C)C(Cc3ccc(C)cc3)C2=O)cc1` (stereo unspecified) = 14 | 0.0 | -4 | 0.5
Entry for `COCCNC(=O)c1ccc2cncc(-c3cc4ccccc4o3)c2n1` = 60* | 0.2 | 5 | -0.1
Entry for `NS(=O)(=O)c1ccc(CCNC(=O)CCCCCn2c(=S)[nH]c3ccc(Br)cc3c2=O)cc1` = 7 | 0.0 | 7 | -0.8

(more compounds)
SMILES	TEAD-YAP block	FBW7 act	MITF inh	GPR151 ag
Cc1ccccc1S(=O)(=O)Nc1ccc2oc3c(c2c1)CCC(C)C3 (stereo unspecified)	-18	0.0	2	-0.7
COc1ccc(-n2nc(C(=O)NCC(=O)Nc3ccccc3OC)c3ccccc3c2=O)cc1	3	0.2	8	-0.6
CC(C)(O)/C=C1/Oc2ccccc2C1N1CCCCC1 (stereo unspecified)	2	0.1	15	-0.3
Cc1cnc(NCCCN2CCCC2=O)nc1Nc1ccc(N2CCOCC2)cc1	-28	-0.1	2	-1.7
COc1ccc(OC)c(NC(=O)c2cc3ccc(O)cc3oc2=Nc2ccc(C(=O)O)cc2)c1	6	-0.4	55*	0.4
CCOc1cc(C=C2C(=O)NC(=S)NC2=O)ccc1OCC(=O)Nc1cccc(C)c1	7	-0.1	-8	2.9
CCOC(=O)C1CCN(C(=O)C2CCN(Cc3ccc(OCC)cc3)CC2)CC1	14	-0.2	53*	-0.1
N#Cc1c(N)nc2c(c1-c1ccsc1)CCCCCC2	-7	0.0	-1	1.3
CCOc1ccc2ccccc2c1C(=O)Oc1coc(CSc2nccn2C)cc1=O	7	-0.1	0	0.8
CCOc1ccc(N2C(=O)/C(=C\c3cc(Br)cs3)S(=O)(=O)C2c2cccc([N+](=O)[O-])c2)cc1 (stereo unspecified)	-13	0.2	7	0.9
Cc1ccc(S(=O)(=O)n2ccn(CC(=O)Nc3ccc(Br)cc3)c2=O)cc1	24	0.0	12	0.1
COc1ccc(OCCCC(=O)NC(C)c2ccccc2)cc1 (stereo unspecified)	4	0.2	16	2.2
N=C1C(c2ccc3c(c2)OCCO3)=C(O)C2Cc3ccccc3N12 (stereo unspecified)	-76	0.0	7	-1.0
CCc1ccc(NC(=O)Cn2c(=O)n(Cc3ccccc3OC)c(=O)c3cccnc32)cc1	-2	-0.1	-2	1.0
OCCCn1c(-c2ccc(I)cc2)csc1=Nc1ccccc1	-4	-0.3	21	-0.9
COc1ccc(NC(=O)c2ccc(NC(=O)c3cn(C)nc3OC)cc2)cc1Cl	-1	0.1	13	1.3
O=C(N=Nc1c(O)[nH]c2ccccc12)C(=O)Nc1ccc(C(=O)O)cc1	-1	0.0	1	-0.7
COc1ccc(-c2cnnc(N/N=C/c3c(C)nn(-c4ccccc4)c3Cl)n2)cc1	-8	0.1	5	0.1
Cc1ccc(NC(=O)N2CCC(CN3CCCC3)CC2)cc1	-7	-0.1	-10	-0.3
CCOc1cc(/C=C2\SC(N)=NC2=O)ccc1OCCOc1ccccc1	9	0.1	2	0.2
COCCNC(=O)CSc1nc2cc3c(cc2c(=O)n1CCCCCC(=O)NCCc1ccc(OC)c(OC)c1)OCO3	9	0.0	9	-0.1
CC(C)N(CCNS(=O)(=O)c1ccc2ccccc2c1)C(C)C	2	-0.1	-7	-0.4
CCCOc1ccc(N2C(=O)CC(N3CCN(c4ccccn4)CC3)C2=O)cc1 (stereo unspecified)	-5	0.0	2	-0.2
CCN(CC)CCCCCC(=O)Nc1ccccc1C(=O)Nc1ccccc1	3	0.1	-4	-0.1
COc1ccccc1CC(=O)Nc1ccc2nc(N3CCN(c4ncccn4)CC3)cc(C)c2c1	-5	0.0	0	-0.1
Cc1ccc(S(=O)(=O)NNC(=O)CSc2nc(N(C)C)nc(N(C)C)n2)cc1	4	0.1	-5	0.2
CC1CCC2C(=O)N(CNc3ccc(Br)cc3)C(=O)C2C1 (stereo unspecified)	4	-0.1	15	0.1
CCN(CC)C(=O)CSc1nnc(-c2ccncc2)n1-c1ccc(C)cc1C	0	0.0	8	0.0
Cc1ccc(NC(=O)CCC(=O)OCC(=O)c2ccc(Cl)c([N+](=O)[O-])c2)cc1C	15	0.1	7	-0.7
O=C(CSc1ccncc1)OCc1ccc([N+](=O)[O-])cc1	5	0.0	-2	-0.8

Two entries from above in a different format:
Below each SMILES – TEAD-YAP block, FBW7 act, MITF inh, GPR151 ag
CC(C)N(CCNS(=O)(=O)c1ccc2ccccc2c1)C(C)C
  2, -0.1, -7, -0.4
COc1ccc(-n2nc(C(=O)NCC(=O)Nc3ccccc3OC)c3ccccc3c2=O)cc1
  3, 0.2, 8, -0.6

The list continues:
SMILES	TEAD-YAP block	FBW7 act	MITF inh	GPR151 ag
Cc1nn(-c2ccccn2)c2c1C1C(C2)C1(C)C (stereo unspecified)	6	0.6	17	-0.1
CCOc1ccc2[nH]c(=O)c(CN(Cc3ccccc3OC)C(C)=O)cc2c1	-6	-0.1	2	-0.6
O=C(NNC(=S)Nc1ccc(F)c(Cl)c1)C1CC1	-10	-0.2	5	0.6
CCN(CC)CC(O)COc1ccccc1C(C)=O (stereo unspecified)	11	-0.1	1	2.2
Cc1cc(C(=O)NCc2cccs2)n(-c2ccccc2)n1	-4	-0.2	-12	-0.6
CC1(C)CC2CC(C)(CN2C(=O)COC(=O)c2ccc3c(c2)OCO3)C1 (stereo unspecified)	1	0.0	-5	-0.8
COc1cccc2cc(C(=O)NC(C)=O)c(=Nc3ccc(C(F)(F)F)cc3)oc12	5	0.0	3	1.4
CN(C)CCCNCCCNC(=O)/C(=N\O)c1ccccc1	5	0.0	14	-1.1
CCOC(=O)c1sc(N/N=C/c2ccccc2O)nc1C	49*	-0.1	7	1.0
